WT yeast gro inh = growth inhibition of WT strain, primary screen, mitochondrial fusion inhibitor project, WT and mutant strains, chemical genetic. mitochondrial fusion phenotypic screen. inhibition, % at 10 µM. actives 2.1% (n = 190,000); in the data active = inhibition above about 58%; tested in S. cerevisiae
TNAP activation fold = human TNAP enzyme activators, primary screen, biochemical, luminescent, no phosphate acceptor, uHTS (AID 1001) | actives 0.03% (n = 200,000) | purified TNAP, luminescent activation assay, no phosphate acceptor; higher activation fold means a stronger effect | Alkaline phosphatase, tissue-nonspecific isozyme (Homo sapiens) | activation fold at 20 µM, or EC50 in µM where a hit was titrated; in the data active = activation fold from about 3, or a potency from the dose series; inactive = the rest, 99 in 100 with activation fold below about 1.6; also: many of its hits are not listed in these tables
human PMI inhibitors = human PMI inhibitors, high substrate, primary screen, biochemical, fluorescence intensity, high mannose 6-phosphate (AID 1220). Mannose-6-phosphate isomerase (Homo sapiens). recombinant PMI enzyme, coupled fluorescence intensity; higher % means a stronger effect. one-dose inhibition, % at 20 µM; IC50 in µM for titrated hits. actives 0.66% (n = 190,000)
Myeloid diff MLP = induction of myeloid progenitor differentiation, primary screen, cell-based, flow cytometry, MLPCN library | ER-HoxA9 myeloid progenitors, lysozyme-GFP differentiation | calls only at 10 µM | actives 1% (n = 360,000) | AID 624256, 2012;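 active = normalized GFP-positive differentiation at or above the plate's own cutoff, the solvent-only control mean plus 3 SD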;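 also: cells exposed to compound for four days before flow analysis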
XIAP antagonists = XIAP antagonists, biochemical, IAP family, fluorescence polarization (AID 1018) | actives 0.007% (n = 200,000) | one-dose displacement, % at 20 µM; IC50 in µM for titrated hits | XIAP BIR domain, fluorescence polarization peptide displacement; higher % means a stronger effect; in the data active = displacement above about 50%; also: a part of the inactive calls stands beside numbers as strong as those of hits
RSV CPE inhibition = RSV antiviral activity via CPE protection, HEp-2 cells, primary 10 µM value included (AID 2391). actives 0.13% (n = 310,000). CPE inhibition, % at 10 µM; hits with a dose series show IC50 in µM. HEp-2 cells, RSV-induced CPE inhibition; higher % means a stronger effect; in the data active = a potency from the dose series; also: strong numbers were not always called active
Salmonella PhoP GFP = inhibitors of PhoP regulon expression, primary screen, Salmonella Typhimurium, GFP reporter (AID 1863); inhibition, % at 50 µM; hits with a dose series show IC50 in µM; S. Typhimurium PhoP-regulated promoter GFP reporter, 4 h; higher % means a stronger effect; actives 0.16% (n = 300,000);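 active = inhibition over 29.93%, a cutoff 3 SD above the screen mean, later confirmed by dose response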;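 also: 0% = low Mg2+ inducing control and 100% = high Mg2+ repressing control; strong numbers were not always called active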
SIAH1 antagonists = Siah-1 peptide-binding antagonists, primary screen, biochemical, fluorescence polarization, rhodamine-plectin, uHTS (AID 1817). E3 ubiquitin-protein ligase SIAH1 (Homo sapiens). Siah-1 / rhodamine-plectin peptide fluorescence polarization; higher % means a stronger effect. displacement, % at 20 µM, or IC50 in µM where a hit was titrated. actives 0.02% (n = 290,000);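 active = displacement of at least 50% at 20 µM, with a fluorescence ratio check between 0.3 and a set limit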;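 also: plate controls were Siah plus tracer with DMSO for no effect and tracer alone without Siah for full effect; strong numbers were not always called active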
human PMI inhibition = inhibitors of human PMI, primary screen, biochemical, fluorescence intensity, coupled assay (AID 1209); Mannose-6-phosphate isomerase (Homo sapiens); purified PMI enzyme, coupled fluorescence intensity; higher % means a stronger effect; inhibition, % at 20 µM, or IC50 in µM where a hit was titrated; actives 0.42% (n = 190,000);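 also: plate controls were DMSO vehicle for no effect and wells lacking substrate for full effect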
WT yeast gro inh mutant strain = recorded beside WT yeast gro inh, whose call it bears; inhibition, %; mitochondrial fusion phenotypic screen, mutant strain inhibition
Myeloid diff MLP GFP+ MAC1+ % = recorded beside Myeloid diff MLP, whose call it bears; GFP+ MAC1+ double positive, %; measured here: differentiation confirmed by MAC1 staining
An asterisk follows results filed as active; i = inactive; . = no result given; + = active, no number. Rule as the data show it, unless noted: active = inhibition above about 50%; inactive = the rest. Rows were taken by chance. About 3.1% of those tested had a hit in this group.

nr | Compound | WT yeast gro inh | WT yeast gro inh mutant strain | TNAP activation fold | human PMI inhibitors | Myeloid diff MLP | Myeloid diff MLP GFP+ MAC1+ % | XIAP antagonists | RSV CPE inhibition | Salmonella PhoP GFP | SIAH1 antagonists | human PMI inhibition
1 | O=C(CCS(=O)(=O)c1ccccc1)Nc1ccccc1-c1nc2ccccc2s1 | -13 | 2 | 1.1 | 8% | i | 0.3 | -1.9% | -0.2% | -4% | 24% | -1%
2 | Cc1ccccc1C(=O)NC1CC2CCCC(C1)N2Cc1ccccc1 (stereo unspecified) | . | . | . | . | i | 0.8 | . | -3.2% | 1% | -3% | .
3 | Cc1ccc(S(=O)(=O)Nc2ccc(S(=O)(=O)N3CCCC3)cc2)cc1 | -1 | -1 | 0.9 | -9% | i | 1.3 | -8.1% | -0.6% | 6% | -6% | -6%
4 | COc1ccc(C2NCCO2)cc1OC (stereo unspecified) | -11 | -8 | 1 | -5% | i | 1.1 | -6.1% | 8.1% | -12% | 1% | -7%
5 | CCCCCOC(=O)NC1CCS(=O)(=O)C1 (stereo unspecified) | -12 | 2 | 1.1 | -2% | i | 1.3 | 0.8% | -0.7% | -1% | 6% | -11%
6 | CCOC(=O)c1c(N)c(C#N)c2n1CCCCC2 | 38 | 36 | 1.1 | 10% | i | 1.7 | -2.2% | 0.8% | -13% | 4% | 10%
7 | Cc1ccc(S(=O)(=O)N/N=C/c2ccc(OC3CSC3)cc2)cc1 | 11 | 0 | 1.1 | 16% | . | . | -7.2% | 0.8% | 14% | 1% | 17%
8 | Cc1ccc(C(=O)N/C(=C\c2ccccc2F)c2nc(=S)[nH][nH]2)cc1 | -16 | -12 | 0.9 | -29% | . | . | -8.3% | 1.6% | 9% | 3% | -28%
9 | O=C(CC(NC(=O)c1ccccc1Cl)c1ccccc1)NCCc1ccc(Cl)cc1 (stereo unspecified) | -8 | -3 | 1.4 | -4% | i | 0.4 | -5.9% | 1.2% | -1% | -2% | 4%
10 | COc1ccc(-c2c(C)n([O-])c(C)c(C)[n+]2=O)cc1OC | 6 | -3 | 1.1 | 6% | i | 0.5 | 49% | 0.3% | 9% | 6% | 4%
11 | O=S(=O)(Nc1ccc2ccccc2n1)c1ccccc1 | . | . | . | . | i | 1.2 | . | 1.9% | -6% | 2% | .
12 | CC(NC(=O)c1ccc(OC2CCN(Cc3ccccn3)CC2)cc1)c1nccs1 (stereo unspecified) | . | . | . | . | i | 6.3 | . | 0.1% | -4% | -4% | .

Gathered by group, the compounds so far containing sulfur (seven)
nr | Compound | WT yeast gro inh | WT yeast gro inh mutant strain | TNAP activation fold | human PMI inhibitors | Myeloid diff MLP | Myeloid diff MLP GFP+ MAC1+ % | XIAP antagonists | RSV CPE inhibition | Salmonella PhoP GFP | SIAH1 antagonists | human PMI inhibition
1 | O=C(CCS(=O)(=O)c1ccccc1)Nc1ccccc1-c1nc2ccccc2s1 | -13 | 2 | 1.1 | 8% | i | 0.3 | -1.9% | -0.2% | -4% | 24% | -1%
3 | Cc1ccc(S(=O)(=O)Nc2ccc(S(=O)(=O)N3CCCC3)cc2)cc1 | -1 | -1 | 0.9 | -9% | i | 1.3 | -8.1% | -0.6% | 6% | -6% | -6%
5 | CCCCCOC(=O)NC1CCS(=O)(=O)C1 (stereo unspecified) | -12 | 2 | 1.1 | -2% | i | 1.3 | 0.8% | -0.7% | -1% | 6% | -11%
7 | Cc1ccc(S(=O)(=O)N/N=C/c2ccc(OC3CSC3)cc2)cc1 | 11 | 0 | 1.1 | 16% | . | . | -7.2% | 0.8% | 14% | 1% | 17%
8 | Cc1ccc(C(=O)N/C(=C\c2ccccc2F)c2nc(=S)[nH][nH]2)cc1 | -16 | -12 | 0.9 | -29% | . | . | -8.3% | 1.6% | 9% | 3% | -28%
11 | O=S(=O)(Nc1ccc2ccccc2n1)c1ccccc1 | . | . | . | . | i | 1.2 | . | 1.9% | -6% | 2% | .
12 | CC(NC(=O)c1ccc(OC2CCN(Cc3ccccn3)CC2)cc1)c1nccs1 (stereo unspecified) | . | . | . | . | i | 6.3 | . | 0.1% | -4% | -4% | .

The results go on.
nr | Compound | WT yeast gro inh | WT yeast gro inh mutant strain | TNAP activation fold | human PMI inhibitors | Myeloid diff MLP | Myeloid diff MLP GFP+ MAC1+ % | XIAP antagonists | RSV CPE inhibition | Salmonella PhoP GFP | SIAH1 antagonists | human PMI inhibition
13 | CCOC(=O)c1sc(NC(=O)Nc2ccccc2F)nc1C | 4 | -18 | 1 | -5% | i | 0.3 | -5.1% | 1.8% | 0% | 10% | -3%
14 | CC(C)CCNC(=O)CN(C(=O)CCC(=O)Nc1ccccn1)c1ccc2c(c1)OCCO2 | -6 | 15 | 1.1 | -9% | i | 0.8 | -4.2% | 1.2% | -6% | 1% | -12%
15 | COc1ccccc1NC(=O)Cn1c(C)cc(=O)c2cccc(OC)c21 | . | . | . | . | i | 0.2 | . | 3.1% | -1% | 4% | .
16 | COc1ccc(CCNC(=O)C(=O)NCCOc2ccccc2)cc1OC | -3 | 0 | 1 | 0% | i | 0.8 | -18% | 0.8% | -3% | -2% | -2%
17 | O=C(Cc1cccs1)Nc1ccc(NC(=O)c2ccco2)cc1 | -3 | 20 | 1.1 | 0% | i | 0.7 | -2.2% | 0.0% | -8% | 0% | 9%
18 | CCN(CC)C1=CC2=CC(=C(C#N)C#N)CCC2CC1 (stereo unspecified) | 22 | -1 | 1 | 51%* | + | 7.2* | -2.7% | 2.5% | -53% | 20% | 30%
19 | CC(=O)c1cccc(NC(=O)C2=CC(c3ccc4c(c3)OCO4)=NS(=O)(=O)N2C)c1 | . | . | . | . | i | 0.8 | . | -0.4% | -1% | -3% | .
20 | CCN(CC)c1ccc(/C=C(\C#N)c2nc(-c3cccs3)c(NC(C)=O)s2)cc1 | 11 | -10 | 0.6 | 27% | . | . | -7.4% | . | 10% | -6% | 20%
21 | Cc1ccc(OC2CCN(C(=O)C3CCC(=O)N(C4CC4)C3)CC2)cc1 (stereo unspecified) | . | . | . | . | i | 0.3 | . | -0.9% | 2% | -4% | .
22 | CC(C)(C)C(=O)NC(Nc1cccc2cccnc12)C(Cl)(Cl)Cl (stereo unspecified) | -12 | -3 | 1.1 | 60%* | i | 0.8 | -6.0% | -0.7% | 8% | -3% | 36%
23 | C=CCOc1ccc(/C=N/NC(=O)C2CCCC2)cc1OCC | . | . | . | . | i | 0.5 | . | 4.4% | -5% | 4% | .
24 | Cc1cc2nccc(-c3ccc(Cl)cc3Cl)n2n1 | . | . | . | . | i | 0.6 | . | 0.9% | 8% | -2% | .
25 | CCCCC(=Nc1ccc(N)cc1)C1=C(O)C(C(=O)OC)C(C)(C)CC1=O (stereo unspecified) | 15 | 26 | 1.1 | 16% | i | 0.2 | -2.7% | 1.1% | 4% | 8% | 24%
26 | Cc1ccc(C2CC(=O)NC(SCC(=O)OCc3ccccc3)=C2C#N)o1 (stereo unspecified) | -2 | 4 | 1.1 | 4% | i | 1.3 | 0.5% | 0.0% | -5% | -1% | 10%
27 | COc1cc(/C=N/Nc2ccc([N+](=O)[O-])cn2)cc(OC)c1O | . | . | . | . | i | 0.3 | . | 0.9% | 7% | -3% | .
28 | O=C(/C=C/c1ccc(F)cc1)NC(=S)Nc1ccccc1 | . | . | . | . | i | 0.3 | . | 5.6% | -1% | 4% | .
29 | CC1CCCCN1C(=S)Nc1ccc(OC(F)F)cc1 (stereo unspecified) | -5 | 5 | 1 | 5% | i | 1.0 | -0.5% | -0.3% | -1% | 2% | 14%
30 | Cc1cc2cc(C(c3nnnn3Cc3ccccc3)N3CCc4ccccc43)c(=O)[nH]c2cc1C (stereo unspecified) | -2 | 1 | 1.1 | 19% | i | 1.5 | -12% | 12% | -15% | -3% | 36%
31 | Cc1nnc(N(Cc2ccco2)C(=O)c2ccc(C#N)cc2)s1 | -2 | -9 | 1.2 | -9% | i | 0.2 | -7.1% | 1.1% | 5% | -4% | -13%
32 | O/N=C/c1nc2cc(Cl)ccc2o1 | -5 | 14 | 1 | 6% | i | 0.2 | -18% | 2.9% | 2% | -3% | 3%
33 | O=C(Cn1nc(C(F)(F)F)c2c1CCC2)NCc1ccc(Cl)cc1 | -16 | -8 | 1 | -9% | i | 0.6 | -1.8% | 0.3% | 6% | 15% | -8%
34 | CC(C)(O[C@@H]1O[C@H](CO)[C@@H](O)[C@H](O)[C@H]1O)[C@H]1Cc2cc3ccc(=O)oc3cc2O1 | 8 | -1 | 1 | 0% | i | 1.7 | -5.5% | 1.9% | -4% | -3% | -9%
35 | Cc1nn(C)c(C(=O)Nc2c(C)nn(Cc3c(F)c(F)c(F)c(F)c3F)c2C)c1Br | . | . | . | . | i | 3.0 | . | 5.0% | -4% | 6% | .
36 | CC(C(=O)NCCSCc1cccc(Cl)c1)N(c1ccccc1)S(C)(=O)=O (stereo unspecified) | . | . | . | . | i | 0.7 | . | 11% | 13% | 1% | .
37 | CCOC(=O)C1CCN(c2c(NCc3ccc(C(=O)NC(C)CC)cc3)c(=O)c2=O)CC1 (stereo unspecified) | -17 | 6 | 1.2 | 4% | i | 1.6 | -1.9% | 1.1% | -14% | 4% | 2%
38 | Cc1cc(NC(=O)CCC(=O)N(Cc2ccco2)C(C(=O)NC2CCCC2)c2ccc(F)cc2)no1 (stereo unspecified) | . | . | . | . | i | 0.1 | . | 1.5% | 7% | -8% | .
39 | Cc1ccc(C(=O)Nc2ccc3c(c2)CCC3)o1 | 20 | 12 | 1.1 | -3% | i | 6.5 | -2.6% | 11% | 9% | -5% | 7%
40 | Cc1ccc(C)c2nc(N3CCCC3)c(C#N)cc12 | 4 | 3 | 1.2 | -102% | i | 0.0 | 1.6% | 6.9% | 3% | 4% | -9%
41 | COc1ccc(N/C(N)=N/c2nc(CSc3ccc(Cl)cc3)cc(=O)[nH]2)cc1 | -5 | -15 | 1.2 | -5% | i | 4.8 | -2.6% | 2.0% | -7% | 1% | 1%
42 | COc1ccc(C(=O)N2CCOC2CNC(=O)C(=O)NCc2ccccc2Cl)cc1 (stereo unspecified) | . | . | . | . | i | 1.0 | . | 1.7% | -2% | 3% | .
43 | O=C(NCCC1=CCCCC1)c1cnc2n(c1=O)CCS2 | -18 | 4 | 1.1 | -2% | i | 1.2 | -9.2% | 1.0% | -1% | -1% | -4%
44 | CCOC(=O)/C(C#N)=C1\C=CN(C)C(C)=N1 | 2 | 1 | 1.1 | -10% | i | 0.0 | -4.2% | 2.0% | 5% | 3% | -11%
45 | CCOc1ccc(S(=O)(=O)N2CCCC(C(=O)N3CCCC3)C2)cc1 (stereo unspecified) | . | . | . | . | i | 0.0 | . | 0.4% | -1% | -2% | .

Screens (PubChem BioAssay)
